BoNT-A LC inh2 – inhibitors of Botulinum neurotoxin A light chain protease. multiplex microsphere protease substrate cleavage, flow cytometry. inhibition, % at 10 µM. 360,000 tested, 0.17% active; note: plate controls were buffer without enzyme for full effect and enzyme alone for no effect
PfHsp40 yeast – restores yeast growth despite PfHsp40 toxicity; S. cerevisiae expressing PfHsp40, growth rescue, ATP luminescence; 340,000 tested, 0.68% active; growth rescue, % at 12.5 µM; in the data active = growth rescue above about 28%, passing the limit was not always enough; inconclusive = no clear call, values can overlap the other calls;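 note: yeast W303a lacking pdr1 and pdr3 grown in galactose medium; growth measured after three days at 30 °C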
3CLpro inhibitor – SARS-CoV 3CLpro protease inhibition; inhibition, % at 6 µM; AID 1706; 290,000 tested, 0.14% active; recombinant SARS-CoV 3CLpro, quenched FRET peptide cleavage; P0C6X7; in the data active = inhibition above about 12%
Anthrax LF prot – inhibitors of Bacillus anthracis lethal factor protease; multiplex microsphere protease cleavage assay, LF; inhibition, % at 10 µM; 360,000 tested, 0.12% active; P15917; note: plate controls were buffer without enzyme for full effect and enzyme alone for no effect
Target sequence (P15917 whole entry, looked up): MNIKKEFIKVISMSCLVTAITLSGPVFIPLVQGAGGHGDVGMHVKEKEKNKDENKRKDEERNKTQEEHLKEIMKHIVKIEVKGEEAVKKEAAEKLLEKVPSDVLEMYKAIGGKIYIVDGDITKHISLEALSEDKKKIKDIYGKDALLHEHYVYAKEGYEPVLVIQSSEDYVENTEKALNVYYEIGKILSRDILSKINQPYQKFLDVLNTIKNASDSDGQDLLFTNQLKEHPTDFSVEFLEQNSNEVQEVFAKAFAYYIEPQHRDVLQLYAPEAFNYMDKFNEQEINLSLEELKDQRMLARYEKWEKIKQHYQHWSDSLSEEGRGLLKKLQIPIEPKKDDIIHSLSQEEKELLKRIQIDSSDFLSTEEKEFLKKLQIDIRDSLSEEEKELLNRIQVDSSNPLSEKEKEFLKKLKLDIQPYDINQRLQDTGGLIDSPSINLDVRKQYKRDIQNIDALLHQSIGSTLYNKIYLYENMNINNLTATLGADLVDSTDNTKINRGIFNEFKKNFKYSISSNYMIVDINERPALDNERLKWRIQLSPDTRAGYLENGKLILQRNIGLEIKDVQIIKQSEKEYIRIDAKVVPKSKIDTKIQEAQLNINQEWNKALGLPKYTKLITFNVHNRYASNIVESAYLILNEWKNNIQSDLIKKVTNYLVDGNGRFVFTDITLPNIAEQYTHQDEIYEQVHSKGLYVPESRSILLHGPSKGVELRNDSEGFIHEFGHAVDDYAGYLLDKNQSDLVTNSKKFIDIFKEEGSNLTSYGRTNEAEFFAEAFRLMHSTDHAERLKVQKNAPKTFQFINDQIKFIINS
TcdB GH inh – TcdB glycohydrolase inhibition | inhibition, % at 9.99 µM | P18177 | AID 652162 | TcdB glycohydrolase enzymatic assay, plate reader | 350,000 tested, 0.24% active; in the data active = inhibition above about 10%
PrPC TRFRET – inhibitors of human cell surface prion protein PrPC; P04156; TR-FRET read-out; inhibition, % at 13.8 µM; 370,000 tested, 0.43% active; AID 720596; in the data active = inhibition above about 24%; note: 0% = median of the test wells and 100% = reference compound wells
Yp Topo-I inh – blocks Yersinia pestis topoisomerase I activity; Y. pestis Topo-I cleavage product accumulation, plate reader; activity, % at 10 µM; 360,000 tested, 0.064% active; in the data active = activity above about 50%, passing the limit was not always enough; inconclusive = no clear call, values can overlap the other calls; note: inactives centre near 2
PriA SSB inh – K. pneumoniae PriA-SSBct interaction inhibition. AlphaScreen SSBct-PriA binding, biotinylated peptide. inhibition, % at 33 µM. 430,000 tested, 0.6% active; in the data active = inhibition mostly above about 37%, no sharp cut-off; inactive = mostly below about 20%;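 note: plate controls were negative control peptide for no effect and reference peptide for full effect; strong numbers were not always called active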
BH1578 lux ind – induces V. cholerae light production without autoinducers; 350,000 tested, 0.16% active; activation, % at 18.7 µM; V. cholerae BH1578 lux reporter, luminescence, 6 h; in the data active = activation mostly above about 9.7%, no sharp cut-off; inconclusive = no clear call, values can overlap the other calls; inactive = mostly below about 3.7%; note: not every result past the cut was called active; inactives centre near 0; reference of the scale not given here
* marks the source's active call; other numbers are inactive results; i = inactive; ? = inconclusive; · = not tested or not shown; & = joins results of further samples. Cut-off read from the data, not from the text of the source, unless noted: active = inhibition above about 30%; inconclusive = no clear call, values can overlap the other calls; inactive = below that. The list is partial, so the mix of outcomes need not match the whole.

SMILES	BoNT-A LC inh2	PfHsp40 yeast	3CLpro inhibitor	Anthrax LF prot	TcdB GH inh	PrPC TRFRET	Yp Topo-I inh	PriA SSB inh	BH1578 lux ind
CCCOc1cccc(C(=O)Nc2ccc(Br)cc2F)c1	0.1	-0.5	7.5	-6.0	·	9.0	-4.9	-4.7	-0.2
CCn1c(N)cc(=O)[nH]c1=S	0.2	0.5	·	-11.1	0.3	0.7	-7.1	-15.7	i
Cc1cc(O)c(C(=O)Cc2csc(C)n2)c(O)c1	-0.3	1.7	1.9	-7.4	-0.6	-1.4	-2.7	13.0&-11.0	4.3
CC(NC(=O)CCn1nc(-c2ccc(Cl)cc2)ccc1=O)c1ccccc1 (stereo not given)	0.5	-1.0	-1.4	-1.3	1.2	5.0	-2.0	-1.9	-0.1
Cc1cc(OC(C)C(=O)N(Cc2cccs2)C2CCS(=O)(=O)C2)ccc1Cl (stereo not given)	-0.5	1.6	-2.3	-0.8	0.9	4.8	29.6	-13.8	-0.1
CC1CCc2cc(F)ccc2N1C(=O)C1(C)CC1(Cl)Cl (stereo not given)	3.3	-0.9	-4.1	0.9	·	-4.9	-1.4	-16.6	i
Cc1ccc2c(c1)N(CC(=O)N1CCc3ccccc3C1)C(=O)CO2	1.2	0.4	-2.5	-1.5	·	-2.8	2.6	-6.7	i
Nc1nc(N)c2[nH]c(=S)[nH]c2n1	-0.6	0.0	·	-1.7	6.6	-2.5	-0.4	-4.2	-2.9
CCCCN1CCCCC1C(=O)Nc1c(C)cccc1C (stereo not given)	0.1	-0.4	·	5.2	1.4	-5.8	-1.0	-15.3	i
CCOP(=O)(OCC)c1cccc(O)c1	-0.2	0.4	0.1	0.8	1.4	-1.8	-10.7	11.2	i
COC(=O)c1nc(-c2ccccc2)nc(-c2ccccc2)c1C(=O)OC	0.5	·	·	?	1.4	1.5	14.7	-3.9	-0.4
CN(C)c1ccc(C(=O)C(O)c2ccccc2Cl)cc1 (stereo not given)	-0.6	0.3	·	-11.9	2.0	3.0	-2.5	-13.3	·
CC(Sc1nc(-c2ccccc2)cc(C(F)(F)F)n1)C(=O)Nc1sc2c(c1C(N)=O)CCC2 (stereo not given)	-1.2	-1.9	2.4	-1.8	·	-2.6	0.0	-4.0	-0.3
COc1ccccc1-n1cn[nH]c1=S	0.4	-1.4	-2.5	-0.5	1.7	-4.0	-8.1	-1.4	-0.1
Cc1cccn2c(=O)nc(SCC(=O)c3ccccc3)nc12	·	1.9	·	·	1.9	-5.2	10.0	-0.3	3.6
S=C(Nc1cccc(Cl)c1)Nc1ccc2cn[nH]c2c1	0.4	0.0	2.6	-3.1	·	0.0	-14.4	-4.7	-0.2
CC(=O)C1=C(O)C(=O)N(Cc2ccco2)C1c1cccc(F)c1 (stereo not given)	0.3	1.0	3.2	-1.2	4.6	9.1	3.6	1.9	i
COc1ccc2c(c1)cc(C(=O)N[C@@H](Cc1ccccc1)C(=O)N[C@@H](C)C(=O)O)n2C	2.1	6.5	-6.0	-5.6	0.1	5.8	2.9	-3.6	i
CC(NNC(=S)N1CCN(c2ccccn2)CC1)c1nccc2ccccc12 (stereo not given)	12.4	148.6*	·	12.3	-0.4	-3.2	15.7	11.6	i
Cc1ccc(C)c(CN2CCC(n3nccc3NC(=O)CCCc3ccccc3)CC2)c1	1.5	-0.7	0.8	0.4	0.8	-10.2	25.9	-5.1	0.4
CCc1ccccc1NC(=O)Cc1ccc(-n2cccc2)cc1	-0.1	-1.3	2.6	2.3	·	5.7	-2.5	6.2	0.8
Cn1cc(CCCC(=O)NCc2ccc(F)cc2)c2ccccc21	-1.6	1.6	0.7	-2.9	-0.7	3.1	-13.4	-5.0	-6.2
CCc1cccc(NC(=O)CCCn2nc(CC)n3c(cc4occc43)c2=O)c1	2.8	0.9	-1.9	-2.4	1.1	2.5	19.9	-7.3	-0.2
COc1ccc(C2=NC(=O)/C(=C\c3cc(OC)c(OC)c(OC)c3)O2)cc1	3.0	-2.0	2.6	-0.5	-0.1	-3.9	-10.1	6.2	0.0
CCOc1ccc(NC(=S)NC(C)C(c2ccccc2)N2CCN(C)CC2)cc1 (stereo not given)	0.4	-2.4	1.6	4.1	-0.4	-1.4	-4.4	5.0&-0.6	-0.9
CN(CCCNC(=O)CSc1cc(=O)n(C)c2cc(Cl)ccc12)Cc1ccccc1	-0.8	0.6	-3.4	-2.1	0.9	-6.6	13.1	-1.3	-0.2
CC1=CC(=O)NP(=O)(Oc2ccc3ccccc3c2)N1 (stereo not given)	0.0	-1.1	-0.2	3.0	·	1.2	0.8	-1.0	-0.6
CN(c1ccccc1)S(=O)(=O)c1ccc(NC(=O)C2CCCCC2C(=O)O)cc1 (stereo not given)	-0.7	5.8	0.5	-2.3	·	-5.0	-0.2	-4.5	-0.7
O=C(NCc1ccccc1)c1cc(=O)[nH]c2ccccc12	4.0	-0.1	-5.3	-4.1	·	-6.4	14.2	-5.4	-18.4
CN(C)c1nc(N(C)C)nc(N(C#N)CCOc2ccccc2)n1	0.1	1.5	-2.8	0.3	·	3.4	22.9	-22.1	·
NC(COCc1ccccc1)c1csc(Nc2cc(NCCCO)ncn2)n1 (stereo not given)	0.0	·	·	1.7	1.0	-1.7	-1.2	·	-0.4
COC(=O)c1ccc(NC(=O)C2C3C=CC(C3)C2C(=O)O)cc1 (stereo not given)	-0.8	-1.7	-1.0	-4.8	0.8	1.4	-4.6	-12.7	-0.3
Cc1c(N(C)C(=O)C2CCCN2S(=O)(=O)c2ccccc2)c(=O)n(-c2ccccc2)n1C (stereo not given)	0.5	-1.3	-4.2	3.6	1.1	-6.8	1.1	-3.6	-1.8
CCc1ccc(NC2=NCC(=O)N2Cc2ccc3c(c2)OCO3)cc1	-1.1	-0.3	6.5	-3.1	·	10.5	-6.1	-20.9	·
Cc1cc(NC(=O)/C=C/c2ccc(Br)cc2)no1	-0.5	0.0	-2.3	-2.0	·	16.8	-3.0	-2.0	-0.4
CSCCC(NC(=O)c1ccccc1Br)C(=O)NCCCn1nc(C)cc1C (stereo not given)	-2.6	1.1	·	-0.1	0.8	-5.1	3.0	-6.5	0.7

Entries of single compounds, quoted from the list. Values in the order: BoNT-A LC inh2	PfHsp40 yeast	3CLpro inhibitor	Anthrax LF prot	TcdB GH inh	PrPC TRFRET	Yp Topo-I inh	PriA SSB inh	BH1578 lux ind
Cc1cc(O)c(C(=O)Cc2csc(C)n2)c(O)c1 reads -0.3	1.7	1.9	-7.4	-0.6	-1.4	-2.7	13.0&-11.0	4.3
O=C(NCc1ccccc1)c1cc(=O)[nH]c2ccccc12 reads 4.0	-0.1	-5.3	-4.1	·	-6.4	14.2	-5.4	-18.4

The main list resumes; the three compounds before the break are reprinted first.
SMILES	BoNT-A LC inh2	PfHsp40 yeast	3CLpro inhibitor	Anthrax LF prot	TcdB GH inh	PrPC TRFRET	Yp Topo-I inh	PriA SSB inh	BH1578 lux ind
CCc1ccc(NC2=NCC(=O)N2Cc2ccc3c(c2)OCO3)cc1	-1.1	-0.3	6.5	-3.1	·	10.5	-6.1	-20.9	·
Cc1cc(NC(=O)/C=C/c2ccc(Br)cc2)no1	-0.5	0.0	-2.3	-2.0	·	16.8	-3.0	-2.0	-0.4
CSCCC(NC(=O)c1ccccc1Br)C(=O)NCCCn1nc(C)cc1C (stereo not given)	-2.6	1.1	·	-0.1	0.8	-5.1	3.0	-6.5	0.7
Cc1cc(NC(=O)c2ccco2)c(=O)n(Cc2cccc(C(F)(F)F)c2)c1	-1.2	0.7	0.5	-2.2	1.5	-2.3	4.3	-1.8	i
O=C1C=CC2(O[C@H](c3ccccc3)[C@@H](c3ccccc3)O2)[C@H](Sc2ccccc2O)C1	0.0	5.5	·	-6.2	-2.5	89.3*	23.1	-9.0	0.8
CCS(=O)(=O)N1Cc2ccccc2CC1C(=O)Nc1cccc(S(=O)(=O)N(C)C)c1 (stereo not given)	0.3	0.7	3.0	-5.1	-0.8	-2.7	1.5	4.4	-0.6
COC(=O)[C@H](CCSC)NC(=O)c1cc2c(cn1)[nH]c1ccccc12	0.0	-0.1	0.0	9.7	-0.6	2.8	4.9	6.2	0.5
Cc1cc(C)n(CC(=O)O)n1	-0.2	-0.5	0.8	2.3	·	5.9	11.4	-19.0&-0.5	-7.9
Cc1cc(N2CCN(C3CCCCC3)CC2)nc2cccc(O)c12	0.1	-0.7	2.1	-11.4	-2.2	-9.9	1.6	7.2	-0.2
Cc1cccc(C(=O)O/N=C2\CCCc3ccccc32)c1	-0.6	-1.3	0.1	-11.6	·	-4.0	35.5	·	-0.3
FC(F)(F)c1cnc(Sc2nc3nccc(-c4ccc(Cl)cc4)n3n2)c(Cl)c1	0.1	7.6	7.2	0.2	·	7.4	7.7	-25.1	-1.0
Cc1cccc(NC(=O)CSCC(=O)N2CCCc3ccccc32)c1	-5.6	0.2	·	-0.9	0.7	-3.6	19.5	-19.2	-1.2
Nc1ccc(-n2nnnc2CN2CCOCC2)cc1	0.5	0.0	-0.1	-2.6	·	-4.4	1.5	1.8	0.3
O=C(NCCN1CCOCC1)c1cc(-c2ccc(Cl)c(Cl)c2)on1	-0.7	0.7	-1.0	-0.6	-0.2	-5.5	5.1	5.8	-0.2
Cc1ccc(O)c(-c2cc(C(F)(F)F)[nH]n2)c1	?	2.3	1.0	-2.3	·	4.7	-0.1	-1.1	i
CC(=O)Nc1ccc(S(=O)(=O)CCC(=O)O)cc1	1.0	-0.2	4.0	2.0	1.8	0.5	3.4	-5.2	i
Cc1ccc(N2CC(C(=O)Nc3ccncc3)CC2=O)cc1 (stereo not given)	-0.6	-0.5	-0.1	-4.9	·	6.1	-4.3	-7.8	-5.0
COC(=O)CSc1nc(N)c(C#N)c(C(C)C)c1C#N	0.0	-0.9	-0.2	-7.6	·	3.5	-12.9	-0.2	-2.9
NC(=O)C1CC(=O)N(c2ccc(OCc3ccc(F)cc3)cc2)C1 (stereo not given)	1.0	-1.3	2.6	-8.4	0.6	6.3	-1.2	3.1	i
COc1ccc(Cc2nc(-c3ccc(Cl)cc3)no2)cc1	-1.1	-0.7	1.6	-4.0	·	9.7	3.8	-63.3	i
OCCNc1nc(Nc2ccc(O)cc2)nc2ccccc12	-0.3	-1.3	-1.5	-2.5	4.4	8.4	-11.2	29.3	-0.4
Cc1ccc(-c2cnn(-c3ccccc3)c2N)cc1	-2.8	-1.3	0.7	-4.1	0.8	2.4	0.4	-1.3	0.8
CC1OC(CCc2cccc(Cl)c2)Cc2[nH]c(=S)[nH]c(=O)c21 (stereo not given)	0.8	·	·	0.5	2.0	-4.5	·	·	·
Cc1ccc(S(=O)(=O)[N-]c2nc3ccccc3nc2-[n+]2cc(C)cc(C)c2)cc1	0.5	-0.9	-0.2	-14.1	0.3	-13.7	-1.5	-0.4	-0.5
O=C(c1c[nH]c2ccc(S(=O)(=O)N3CCOCC3)cc2c1=O)N1CCC2(CC1)OCCO2	0.1	-2.2	-2.8	-1.2	1.4	7.9	-10.2	-12.2	2.0
O=c1c2ccccc2nc(SCc2ccc([N+](=O)[O-])cc2)n1-c1ccc(Cl)cc1	-0.8	0.1	-2.0	1.2	0.8	-1.4	-0.3	6.0	i
COc1ccc(C(=O)n2nc(-c3ccco3)nc2SC)cc1OC	0.7	-1.2	0.6	-1.6	3.4	-1.1	9.2	0.1	i
O=C(O)c1ccc(NC(=O)N2C[C@H]3C[C@@H](C2)c2cccc(=O)n2C3)cc1	-0.4	-0.1	4.3	-4.2	-0.3	-4.8	1.0	·	-0.6
O=C(NCCN1CCN(C(=O)c2ccc(F)cc2)CC1)C(=O)NCc1ccccc1	0.5	0.0	-1.0	3.7	1.4	-4.0	4.9	-4.8	i
Cn1c2cc(Br)sc2c2cnn(Cc3ccc(F)cc3F)c(=O)c21	0.2	-2.3	·	-11.7	-0.2	-5.0	27.6	-3.6	i
Cc1nnc(NC(=O)CSc2nnc(CNC(=O)c3ccc(F)cc3)o2)s1	·	0.0	-3.9	·	1.0	-1.8	0.1	24.6	-0.4
Cc1occc1-c1nnc(SCC(=O)NC2CCCC2)n1C	-0.6	-1.0	-0.4	9.9	-3.1	1.7	-4.1	-7.0	-4.0
O=C1/C(=C/c2cccnc2)CC/C1=C\c1cccnc1	0.2	0.2	-2.8	-3.9	0.7	-2.5	7.0	-3.6	i
